H9c2 protect: modulators protecting cardiomyocytes from myocardial damage; 360,000 tested, 0.63% active; AID 588492; H9c2 cardiomyocytes, H2O2 injury protection, ATPLite, 2 h; protection from H2O2 cell death, % at 20 µM;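 active means compounds giving at least 50% protection of heart cells from peroxide-induced death in the single-dose screen, raw or plate-pattern-corrected value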;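 further: 0% = DMSO wells with peroxide and 100% = DMSO wells without peroxide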
ABHD5-PLIN5 inh: inhibitors of human ABHD5-perilipin-5 interaction | Q00G26+Q8WTS1 | Split G. princeps luciferase complementation, luminescence, 4 h | inhibition, % at 4 µM | 360,000 tested, 0.78% active | AID 602281;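 active means inhibition above the mean inhibition across every tested compound plus 3 SD, cut at about 22% in these data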;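 further: 0% = DMSO only wells and the 100% control is not disclosed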
MC4R antag cAMP: antagonists of human melanocortin 4 receptor (MC4R); P32245; MC4R-expressing cells, MTII-stimulated cAMP, LANCE TR-FRET; inhibition, % at 6.5 µM; 360,000 tested, 0.48% active; AID 540295;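 active means inhibition above its plate's cutoff, the mean of tested wells on that plate plus 3 SD, cut at about 29% in these data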;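 further: 0% = Melanotan II alone and 100% = Melanotan II plus saturating MCL0020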
Target sequence (P32245 whole entry, looked up): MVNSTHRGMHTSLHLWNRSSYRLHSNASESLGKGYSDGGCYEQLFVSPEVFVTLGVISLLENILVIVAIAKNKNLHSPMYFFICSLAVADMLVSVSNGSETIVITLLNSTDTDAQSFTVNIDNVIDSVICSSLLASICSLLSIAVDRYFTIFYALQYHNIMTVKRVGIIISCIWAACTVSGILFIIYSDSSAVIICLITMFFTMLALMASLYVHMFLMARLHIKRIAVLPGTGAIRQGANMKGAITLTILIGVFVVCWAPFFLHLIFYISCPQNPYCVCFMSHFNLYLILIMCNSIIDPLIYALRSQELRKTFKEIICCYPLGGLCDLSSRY
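Assay system: U2OS-MC4R stable cell line; Also added: Melanotan II; Technique: Eu-cAMP/anti-cAMP TR-FRET, emission 671 nm; Times: 30-min compound, 1-h challenge, 1-h detection, room temperature.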
NOD2 RIPK2 PPI: inhibitors of human NOD2-RIPK2 interaction; CHO BLA complementation NOD2-RIPK2, CCF4 ratio; AID 624267; inhibition, % at 4.98 µM; 360,000 tested, 0.38% active; in the data active means inhibition above about 21%;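 further: 0% = vehicle only and 100% = reference blocker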
TLR9-MyD88 block: inhibitors of human TLR9-MyD88 binding | Q9NR96+Q99836 | AID 504734 | inhibition, % at 4.98 µM | CHO BLA complementation TLR9-MyD88, CCF4 FRET ratio | 340,000 tested, 0.21% active;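 active means inhibition above the mean over all tested compounds plus 3 SD, cut at about 21% in these data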;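 further: 0% = DMSO only wells and 100% = clavulanate BLA inhibitor control wells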
SRC2 inh: inhibits human steroid receptor coactivator 2. HEK293 GAL4-SRC2 luciferase reporter, luminescence. inhibition, % at 9 µM. 370,000 tested, 0.17% active. AID 651957;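 active means inhibition above the mean inhibition of all tested compounds plus 3 SD, set per campaign, cut at about 52% in these data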;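 further: 0% = DMSO treated cells and 100% = cells given Gossypol at 36 µM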
MC4R barr agon: agonists of human melanocortin 4 receptor (MC4R) beta-arrestin; 360,000 tested, 0.98% active; U2OS MC4R beta-arrestin complementation, luminescence; percent of melanotan II response, DMSO zero; AID 540308; activation, % at 8.9 µM; P32245;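 active means activation above a per-plate cutoff, the mean activation of sample wells on that plate plus 3 SD, cut at about 8% in these data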
ABCB6 inh 2: human ABCB6 transporter inhibition; K562-ABCB6 porphyrin accumulation, flow cytometry, 1 h; stronger effect = lower value; fluorescence ratio to DMSO, % at 10 µM; 360,000 tested, 0.19% active;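 active means fluorescence ratio to DMSO below 75%, the collection mean minus 3 SD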;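 further: signal is porphyrin accumulated inside mitochondria; 100% equals median channel fluorescence of DMSO control wells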
m5-HT2A agonist: mouse HTR2A agonism via beta-arrestin recruitment; P35363; CHO-K1 mHTR2A beta-arrestin complementation, luminescence; percent of 30 µM serotonin response; activation, % at 7.6 µM; 360,000 tested, 0.66% active; AID 624169;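 active means activation above a run cutoff, the mean activation of all tested compounds plus 3 SD, cut at about 14% in these data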;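 further: 0% = plate median of compound wells and 100% = 30 µM serotonin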
Target sequence (P35363 whole entry, looked up): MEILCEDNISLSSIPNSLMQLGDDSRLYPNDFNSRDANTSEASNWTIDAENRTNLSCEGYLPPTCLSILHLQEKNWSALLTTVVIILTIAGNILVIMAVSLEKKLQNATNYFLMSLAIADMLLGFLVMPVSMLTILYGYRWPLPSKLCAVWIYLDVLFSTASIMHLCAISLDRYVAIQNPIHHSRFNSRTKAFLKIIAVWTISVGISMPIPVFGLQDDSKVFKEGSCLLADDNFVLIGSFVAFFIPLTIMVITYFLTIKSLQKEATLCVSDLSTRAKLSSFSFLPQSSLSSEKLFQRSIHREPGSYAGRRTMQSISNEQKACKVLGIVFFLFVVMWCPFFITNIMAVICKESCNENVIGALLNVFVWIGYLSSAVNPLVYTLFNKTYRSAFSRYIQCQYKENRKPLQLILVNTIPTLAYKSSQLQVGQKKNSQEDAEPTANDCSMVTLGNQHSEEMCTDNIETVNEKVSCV
N-glyco inh: blocks N-linked glycosylation in D54 reporter cells; D54 ERlucT glycosylation luciferase reporter, 24 h; percent of 100 nM tunicamycin response; reporter increase, % at 12.5 µM; 360,000 tested, 0.23% active; AID 588692;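 active means mean luciferase reporter signal, scaled so untreated is 0 and the glycosylation-blocking control 100, at or above a set limit in every replicate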;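 further: luciferase carries N-glycosylation sites so blocking glycosylation raises the light; 0% = median of neutral control wells and 100% = median of 100 nM tunicamycin wells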
* hit, by the source's call.

SMILES	H9c2 protect	ABHD5-PLIN5 inh	MC4R antag cAMP	NOD2 RIPK2 PPI	TLR9-MyD88 block	SRC2 inh	MC4R barr agon	ABCB6 inh 2	m5-HT2A agonist	N-glyco inh
COc1ccc(-c2noc(-c3ccccc3C(=O)Nc3cccnc3)n2)cc1OC	35	1	17	1	-12	-41	0.9	90	-3	1
Cc1ccc(S(=O)(=O)Nc2ccc(S(=O)(=O)N3CCCC3)cc2)cc1	0	7	6	-5	-5	-38	2.1	94	-2	-1
COCCOC(=O)C1=C(C)NC(SCC(=O)NC(C)(C)C)=C(C#N)C1c1ccco1 (configuration not stated)	-3	-2	6	-16	0	-8	0.7	101	-6	1
C/C(=N\NC(=O)c1ccco1)c1ccc(C(=O)O)s1	5	0	-2	-9	3	-6	-2.7	104	-1	1
NC(=O)c1ccc(SCC(=O)OCC(=O)NCc2ccco2)c([N+](=O)[O-])c1	-4	0	-3	0	-3	-26	-2.9	98	5	2
COc1ccc(C(=O)C2CCCN(C(=O)c3ccccc3C(C)=O)C2)cc1F (configuration not stated)	-3	4	1	-3	4	-29	1.2	89	1	2
Cc1ccccc1Cn1nnc(-c2ccc3c(c2)OCO3)n1	-8	-4	0	-8	-3	-21	-1.6	90	0	-1
O=C(COC(=O)c1ccco1)Nc1ccccc1[N+](=O)[O-]	4	-11	0	-5	-3	5	-1.9	95	-2	3
COc1ccc2nc(SCC(C)=O)c(C#N)cc2c1	-6	-2	-13	-1	5	-22	-1.6	122	2	-4
O=C(CP(=O)(c1ccccc1)c1ccccc1)N1CCCCC1	-9	2	1	2	0	1	-0.6	104	2	-1
COc1ccc2cc1Oc1ccc(cc1)C[C@H]1c3cc(c(OC)cc3CCN1C)Oc1c(OC)c(OC)cc3c1[C@H](C2)N(C)CC3	-40	3	2	0	3	9	-1.3	101	-4	-7
CC(C)Sc1nc2c(c(=O)[nH]c(=O)n2C)n1CCc1ccccc1	-4	7	-4	-11	-1	3	-2.1	96	-1	4
O=C(CCc1ccccc1)NNC(=O)c1ccccc1Br	-3	-3	0	-7	-6	-3	1.2	103	3	1
COc1cccc(CNC(=O)c2cccc(Br)c2)c1	-6	0	12	-15	0	11	-2.3	106	2	1
Cc1cccc(C)c1NC(=O)CNC(=O)c1c(C)nn(-c2ccccc2)c1C	3	-3	1	0	13	-2	-2.5	101	3	0

Part of the list above, with each value named:
> COc1ccc(-c2noc(-c3ccccc3C(=O)Nc3cccnc3)n2)cc1OC
  H9c2 protect: 35
  ABHD5-PLIN5 inh: 1
  MC4R antag cAMP: 17
  NOD2 RIPK2 PPI: 1
  TLR9-MyD88 block: -12
  SRC2 inh: -41
  MC4R barr agon: 0.9
  ABCB6 inh 2: 90
  m5-HT2A agonist: -3
  N-glyco inh: 1

> Cc1cccc(C)c1NC(=O)CNC(=O)c1c(C)nn(-c2ccccc2)c1C
  H9c2 protect: 3
  ABHD5-PLIN5 inh: -3
  MC4R antag cAMP: 1
  NOD2 RIPK2 PPI: 0
  TLR9-MyD88 block: 13
  SRC2 inh: -2
  MC4R barr agon: -2.5
  ABCB6 inh 2: 101
  m5-HT2A agonist: 3
  N-glyco inh: 0

Continuation:
SMILES	H9c2 protect	ABHD5-PLIN5 inh	MC4R antag cAMP	NOD2 RIPK2 PPI	TLR9-MyD88 block	SRC2 inh	MC4R barr agon	ABCB6 inh 2	m5-HT2A agonist	N-glyco inh
CCOc1ccc(N2C(=O)c3ccccc3NC2(C)CC)cc1 (configuration not stated)	-8	-10	-5	3	-4	-60	-1.6	103	-2	-1
COc1cc(Nc2cc(C)nc3ncnn23)cc(OC)c1	5	0	7	-5	-10	-8	0.1	97	-3	9
Cc1ccc2sc(N(CCCN(C)C)C(=O)c3ccc(S(=O)(=O)N4CCOCC4)cc3)nc2c1C	4	14	1	4	4	-7	-2.3	99	1	-6
CC(C)(C)n1ncc2c(=O)n(CC(=O)N3CCCC3)cnc21	1	2	6	-10	5	-37	-0.1	98	2	3
CC1CC(C)CN(CCOc2ccc(Cl)cc2Cl)C1 (configuration not stated)	-2	8	4	6	-7	21	1.0	110	-8	-2
O=C(CSc1cc(Cl)ccc1Cl)NCCN1C(=O)CSC1=O	1	3	-1	-4	0	17	-3.8	102	2	-1
CSC1=NCCN1C(=O)c1ccco1	-1	0	3	1	-16	-10	-1.3	95	-3	0
COc1ccc(/C=N/NC(=O)CN(C)S(=O)(=O)c2ccc(NC(C)=O)cc2)cc1	4	7	14	-9	-9	6	0.0	97	3	0
O=C(/C=C/c1cccc([N+](=O)[O-])c1)NCc1ccco1	2	3	17	-2	0	-14	-0.1	98	-1	1
Cc1c(C(=O)NCCc2ccc(Cl)cc2)sc2nc3n(c(=O)c12)CCC3	7	5	-4	6	-1	-20	-0.7	92	1	-1
Cc1c2cnn(CC(=O)NCCN3CCOCC3)c(=O)c2c(C)n1Cc1ccccc1F	-2	9	11	6	0	-3	0.8	102	-1	2
CCCc1ccc(S(=O)(=O)N2CCN(C(C)C(=O)NC3CCCC3)CC2)cc1 (configuration not stated)	-1	-4	-4	3	4	14	-0.5	97	-2	1
Cn1cc(Br)c(C(=O)N/N=C/c2cc3c(cc2Cl)OCO3)n1	-9	0	2	-2	-12	-18	-3.2	96	-11	2
CC(=O)Nc1ccc(N2C(=O)CSC2c2ccccc2)cc1 (configuration not stated)	4	0	10	6	-1	-5	-1.0	97	-4	-2
O=c1[nH]c(=O)n(Cc2ccco2)c2c1C(C(F)(F)F)(C(F)(F)F)N=C(CCC1CCCCC1)N2	-20	-1	12	-6	-5	18	6.9	91	3	-2

Ordered by value in NOD2 RIPK2 PPI (ascending): five from the list above
| Structure | ABHD5-PLIN5 inh | MC4R antag cAMP | NOD2 RIPK2 PPI | TLR9-MyD88 block | SRC2 inh | MC4R barr agon | ABCB6 inh 2 | m5-HT2A agonist | N-glyco inh |
| --- | --- | --- | --- | --- | --- | --- | --- | --- | --- |
| CC(C)(C)n1ncc2c(=O)n(CC(=O)N3CCCC3)cnc21 | 2 | 6 | -10 | 5 | -37 | -0.1 | 98 | 2 | 3 |
| CSC1=NCCN1C(=O)c1ccco1 | 0 | 3 | 1 | -16 | -10 | -1.3 | 95 | -3 | 0 |
| CCOc1ccc(N2C(=O)c3ccccc3NC2(C)CC)cc1 (configuration not stated) | -10 | -5 | 3 | -4 | -60 | -1.6 | 103 | -2 | -1 |
| Cc1ccc2sc(N(CCCN(C)C)C(=O)c3ccc(S(=O)(=O)N4CCOCC4)cc3)nc2c1C | 14 | 1 | 4 | 4 | -7 | -2.3 | 99 | 1 | -6 |
| Cc1c(C(=O)NCCc2ccc(Cl)cc2)sc2nc3n(c(=O)c12)CCC3 | 5 | -4 | 6 | -1 | -20 | -0.7 | 92 | 1 | -1 |

(continued)
SMILES	H9c2 protect	ABHD5-PLIN5 inh	MC4R antag cAMP	NOD2 RIPK2 PPI	TLR9-MyD88 block	SRC2 inh	MC4R barr agon	ABCB6 inh 2	m5-HT2A agonist	N-glyco inh
CC1(C)C2CCC(C2)C1(C)N=C1OC(CCl)CS1 (configuration not stated)	-8	2	5	-4	-5	-6	3.1	99	0	12
CCc1cc2c(NCCC(=O)O)ncnc2s1	15	2	8	8	4	11	-0.7	92	7	2
CN(C)c1ccc(CNC(=O)C2CCN(S(=O)(=O)c3ccc4c(c3)oc(=O)n4C)CC2)cc1	-3	-3	9	-1	-3	-6	-2.0	95	-2	1
Cc1ccc(C)c(CN2CCC(CNC(=O)CCc3nnc4ccc(N5CCCCC5)nn34)CC2)c1	10	0	-1	-1	6	-5	-1.7	93	-9	1
COC(=O)[C@H](Cc1ccccc1)NS(=O)(=O)c1ccc(F)cc1Br	2	-4	5	7	2	-36	-0.6	100	-2	2
CC(=O)Nc1ccc(S(=O)(=O)N[C@@H](C)C(=O)OCC(=O)NC2CCCC2)cc1	6	-1	3	-11	3	-20	-1.2	99	2	-2
N#C/C(=C\c1ccc(F)c(Cl)c1)S(=O)(=O)c1ccccn1	-3	-4	10	0	-8	2	-0.6	109	5	0
Cc1nc(N2CCN(c3ccccc3)CC2)[nH]c(=O)c1C	1	7	10	-6	4	-7	-0.8	93	3	-1
COc1ccc(CC(=O)NNC(=O)c2cc(C)oc2C)cc1OC	4	7	-3	7	8	13	-4.1	103	4	1
Cc1nc(N2CCN(C(=O)c3ccco3)CC2)c2c3c(sc2n1)CCCC3	12	9	28	-16	-2	1	2.3	102	7	0
O=Cc1c(-c2ccccc2)nc2ccccn12	0	-1	1	6	-2	-27	0.6	92	0	2
CC(C)(C)NC(=O)COC(=O)c1cc(S(=O)(=O)N2CCCCC2)ccc1N1CCOCC1	2	-1	2	13	1	-1	-1.9	91	-6	-2
COc1cccc(C(=O)Nc2ccc(NC(=O)C3CCCCC3C(=O)O)cc2)c1 (configuration not stated)	-4	-4	14	-3	-2	-24	-1.0	99	3	3
CCSc1nc(N)c2c3c(sc2n1)CCC3	6	-5	-6	3	1	-29	-2.2	111	3	2
CCOC(=O)C1=C(C)NC2(O)c3ccccc3C(=O)C12O (configuration not stated)	9	-35	2	-8	0	0	0.0	109	3	6

(listing goes on)
SMILES	H9c2 protect	ABHD5-PLIN5 inh	MC4R antag cAMP	NOD2 RIPK2 PPI	TLR9-MyD88 block	SRC2 inh	MC4R barr agon	ABCB6 inh 2	m5-HT2A agonist	N-glyco inh
CC(=O)NC(=O)COC(=O)c1ccc2ncsc2c1	12	-2	1	7	-7	4	-2.5	99	7	3
CCN(CC)S(=O)(=O)c1cccc(C(=O)NCC2CCCCC2)c1	-5	2	-7	-3	-5	26	-1.7	98	-5	-2
COc1ccc(N(C)S(=O)(=O)c2ccc(Cl)c(C(=O)NCC(C)(C)N3CCOCC3)c2)cc1	-6	-7	12	-5	4	27	1.5	95	-4	0
CN(C)S(=O)(=O)N1CCN(S(=O)(=O)c2ccc(F)cc2)CC1	2	-2	-2	-10	4	0	1.5	103	7	0
COc1ccc(C(=O)N2CCN(CCNC(=O)C(=O)Nc3ccc(Br)cc3)CC2)cc1	-9	2	18	6	-7	-2	0.0	93	-1	-5
O=C(O)C1CCCN(S(=O)(=O)Cc2ccccc2)C1 (configuration not stated)	0	6	-2	6	3	-1	0.4	102	5	0
CNC(=O)c1ccc(CN(C)C(=O)/C=C/c2ccc(S(=O)(=O)N3CCCCCC3)cc2)cc1	-6	0	1	-17	-12	-5	-0.9	97	-1	-3
CCOC(=O)C1CCCN(c2ncnc3c2cnn3-c2ccc(Cl)cc2)C1 (configuration not stated)	0	-6	9	-8	-7	27	2.2	90	3	-8
O=C(COc1ccc(Cl)cc1)NNC(=O)c1ccc2c(=O)n3c(nc2c1)CCC3	-1	-9	1	12	7	-10	-2.3	95	6	0
COC(=O)C1=CN(Cc2ccc(OC)c(OC)c2)C=C(C(=O)OC)C1c1cccs1	19	7	3	-11	-11	-5	2.5	101	5	-2
N#CCC(=O)Nc1ncc(Cc2ccccc2Cl)s1	2	2	-9	-10	6	5	-1.1	102	4	-1

Source: PubChem (several laboratories)

An excerpt; rates above refer to the full screens.
